MEP2 TOR yeast: modulators of MEP2-GFP levels in yeast, primary screen, S. cerevisiae, multiplex flow cytometry, MLPCN library; S. cerevisiae MEP2-GFP strain, 3 h; 100% = DMSO control level; GFP response vs DMSO, % at 10 µM; 330,000 tested, 0.51% active;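 active means GFP response versus DMSO above a set limit, roughly screen mean plus 3 SD, cut at about 180% in these data; inconclusive means fewer than 70 cells counted for a yeast strain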;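 further: median GFP fluorescence of the barcode-gated MEP2-GFP cells per well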
LAP4-GFP MLPCN: modulators of LAP4-GFP expression in yeast, primary screen, S. cerevisiae, multiplex flow cytometry, MLPCN library; 3 h; median GFP as percent of DMSO wells; GFP response vs DMSO, % at 10 µM; 320,000 tested, 0.34% active;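 active means GFP response vs DMSO above a set limit, about the screen mean plus 3 SD, cut at about 150% in these data; inconclusive means under 70 cell events counted for the yeast strain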
proCasp7 act: procaspase-7 activators, primary screen, counter-screen for procaspase-3 activator project, biochemical, absorbance, HTS, human | Caspase-7 (Homo sapiens), P55210 | recombinant procaspase-7, Ac-DEVD-pNA absorbance 405 nm; D23A/D198A/D206A triple mutant, cannot self-cleave; scale: DMSO 0, 5 µM enzyme 100 | activation, % at 8.5 µM | 330,000 tested, 0.093% active | AID 463210, 2010;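 active means percent activation above the screen-wide mean plus 3 SD, cut at about 25% in these data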
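Test system: Procaspase-7 triple mutant (PC-7 D3A). Also added: Ac-DEVD-pNA substrate, 400 µM as added. Schedule: 1 h enzyme–compound preincubation and 2 h substrate reaction, both 25 °C. Signal: p-Nitroaniline absorbance at 405 nm, read at 0 and 120 min. Control set: low DMSO alone, high DMSO plus 5 µM PC-7.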
proCasp3 act: activators of human procaspase-3 D3A mutant, primary screen, biochemical, absorbance, PC-3 D3A mutant, single concentration. activation, % at 8.5 µM. recombinant procaspase-3 D3A, Ac-DEVD-pNA absorbance 405 nm. 330,000 tested, 0.11% active. Caspase-3 (Homo sapiens), P42574;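 active means activation above the mean of all tested compounds plus 3 SD, cut at about 21% in these data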;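 further: 0% = DMSO alone and 100% = DMSO wells spiked with extra 5 µM PC-3 D3A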
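assay system = Procaspase-3 D3A mutant | signal = absorbance at 405 nm, 0 and 120 min | times = 1 h preincubation plus 2 h reaction at 25 °C | repeats = single replicate | read-out = % activation between DMSO and enzyme-spiked controls | medium = Zinc-free HEPES saline buffer with Triton X-100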
AHR act: AHR activators, primary screen, cell-based, luminescence, luciferase reporter, human; Aryl hydrocarbon receptor (Homo sapiens), P35869; AHR-responsive luciferase reporter cells; activation, % at 5 µM; 320,000 tested, 2.5% active; AID 2796, 2010; in the data active means activation above about 47%;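 further: 0% = vehicle wells and 100% = reference agonist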
ZTA counter: ZTA (EBV) inhibition in EBNA-1 counter-screen | ZTA-DNA binding, fluorescence polarization | 320,000 tested, 0.15% active | AID 2234 | P03206 | inhibition, % at 11 µM; in the data active means inhibition above about 33%
EBNA-1 inh: EBNA-1 DNA-binding inhibitors, primary screen, biochemical, fluorescence polarization; 300,000 tested, 0.34% active; AID 1950, 2009; inhibition, % at 14.8 µM; in the data active means inhibition above about 28%
RPL19A TOR yeast: RPL19A-GFP expression modulators in yeast, primary screen, cell-based, S. cerevisiae, multiplex flow cytometry, MLPCN; S. cerevisiae RPL19A-GFP strain, 3 h; hits give low values; AID 2025, 2009; percent response vs DMSO, % at 10 µM; 330,000 tested, 0.3% active;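 active means percent response vs DMSO below 50%; inconclusive means fewer than 70 events counted for the yeast strain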;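 further: median channel GFP fluorescence of the barcoded RPL19A-GFP strain; ratio of sample median GFP to plate DMSO average so 100% = DMSO; lower means less RPL19A-GFP as with rapamycin TOR inhibition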
An asterisk follows results filed as active; ? = inconclusive; nt = not tested or not shown; & = joins results of further samples; [ ] = another dose, or the depositor's remark.

Sample of the layout:
(1) CC(=O)c1ccc(S(=O)(=O)NCc2ccc(C(=O)N(C)CC(=O)Nc3cccc(F)c3)cc2)cc1
(2) COc1ccc(/C=C/C(=O)c2ccc3c4c(cccc24)CC3)cc1OC
(3) O=C(c1ccc(COc2ccccc2Br)cc1)N1CCCCCC1
(4) CC1CCN(c2ccccc2NC(=S)NC(=O)c2cccs2)CC1
(5) O=C(CSc1ccc2c(c1)OCCO2)N1CCN(c2ccccc2)CC1
(6) O=C(N/N=C/c1ccccc1)c1ccc2c(c1)OCO2

Assay by compound	1	2	3	4	5	6
MEP2 TOR yeast	105	97	112	105	104	101
LAP4-GFP MLPCN	92	112	111	98	101	94
proCasp7 act	7	-8	2	-5	0	5
proCasp3 act	6	4	-10	-9	-3	-5
AHR act	0	20	-1	7	-1	70*
ZTA counter	0	15	8	-8	-9	0
EBNA-1 inh	5	0	-5	0	nt	-11
RPL19A TOR yeast	100	93	106	96	102	101

Results (from the top)
(1) CC(=O)c1ccc(S(=O)(=O)NCc2ccc(C(=O)N(C)CC(=O)Nc3cccc(F)c3)cc2)cc1
(2) COc1ccc(/C=C/C(=O)c2ccc3c4c(cccc24)CC3)cc1OC
(3) O=C(c1ccc(COc2ccccc2Br)cc1)N1CCCCCC1
(4) CC1CCN(c2ccccc2NC(=S)NC(=O)c2cccs2)CC1
(5) O=C(CSc1ccc2c(c1)OCCO2)N1CCN(c2ccccc2)CC1
(6) O=C(N/N=C/c1ccccc1)c1ccc2c(c1)OCO2
(7) CC(=O)c1cccc(N(C(=O)c2ccccn2)C(C(=O)NC2CCCCC2)c2cccs2)c1 (stereo unspecified)
(8) CCC(CO)Nc1nc2ccc(Cl)cc2c2ccccc12 (stereo unspecified)
(9) O=C(NC1CCSC1=O)C1CC(=O)N(c2ccc(F)cc2)C1 (stereo unspecified)
(10) Cc1ccc(S(=O)(=O)Nc2nc3ccccc3s2)cc1

Assay by compound	1	2	3	4	5	6	7	8	9	10
MEP2 TOR yeast	105	97	112	105	104	101	99	105	106	100
LAP4-GFP MLPCN	92	112	111	98	101	94	97	102	85	93
proCasp7 act	7	-8	2	-5	0	5	-9	12	2	-2
proCasp3 act	6	4	-10	-9	-3	-5	11	0	-1	7
AHR act	0	20	-1	7	-1	70*	1	28	-3	8
ZTA counter	0	15	8	-8	-9	0	-14	16	1	-5
EBNA-1 inh	5	0	-5	0	nt	-11	2	6	-4	7
RPL19A TOR yeast	100	93	106	96	102	101	97	99	100	94

(11) CC(=O)Nc1ccc(S(=O)(=O)NCCC(=O)OCC(=O)NNC(=O)c2ccccc2)cc1
(12) COc1cc(Nc2nc3ccccc3nc2NS(=O)(=O)c2ccc([N+](=O)[O-])cc2)cc(OC)c1OC
(13) CC(=O)CCc1oc2c([N+](=O)[O-])cccc2c1-c1ccc(C)o1
(14) O=C1C=C(c2ccc3c(c2)OCO3)C[C@@H](c2ccc3c(c2)OCO3)C1
(15) CCOc1ccc(C(=O)OCC(=O)NC2CCCCCCC2)cc1
(16) O=c1cc(NCC2CCCO2)[nH]c(=O)n1-c1ccc(Cl)cc1 (stereo unspecified)
(17) Cc1cccc(C)c1OCC(=O)NC1CC1
(18) Cc1cc(C(=O)NCC23CC4CC(CC(C4)C2)C3)c(C)o1
(19) COc1cccc(C(=O)N2CCCc3ccccc32)c1
(20) Cc1ccc(Nc2c(-c3ccccn3)nc3ccc(C)cn23)cc1

Assay by compound	11	12	13	14	15	16	17	18	19	20
MEP2 TOR yeast	100	109	92	91	101	95	104	97	100	233*
LAP4-GFP MLPCN	100	100	91	82	105	90	92	96	102	133
proCasp7 act	5	1	-5	-1	5	1	6	5	6	-9
proCasp3 act	6	5	-7	0	7	-14	2	2	7	-23
AHR act	0	7	10	61*	1	0	-4	3	1	15
ZTA counter	9	0	-36	-8	-4	6	-10	-6	-2	-8
EBNA-1 inh	-1	-17	-1	nt	nt	14	-14	-3	-7	-17
RPL19A TOR yeast	96	101	97	97	102	93	98	92	96	49*

(21) CSc1nc(N)nc2c1ncn2CC(=O)N[C@H](C)c1cccc2ccccc12
(22) S=C(NCCc1ccccc1)NC1CCCCCC1
(23) CCOC(=O)CCn1cc(F)c(=O)n(Cc2ccccc2)c1=O
(24) COc1ccc(NC(=O)c2ocnc2C)cc1OC
(25) COc1ccc2oc(C(=O)c3ccccc3)c(NC(=O)CN3CCN(C)CC3)c2c1
(26) Fc1ccccc1CNC(=S)NCc1ccc(Cl)cc1
(27) Cc1ccc(-n2c(SCC(=O)N/N=C/c3ccccc3C(=O)O)nnc2-c2ccc(Cl)cc2)cc1
(28) Cc1ccc(C(=O)NC(=S)Nc2ccc(N3CCN(C(=O)c4ccco4)CC3)cc2)cc1
(29) COc1ccc(/C=N/OCc2ccccc2C#N)c(OC)c1
(30) Cc1cc(=O)[nH]c(N/N=C/c2cn(CCC#N)nc2-c2ccccc2)n1

Assay by compound	21	22	23	24	25	26	27	28	29	30
MEP2 TOR yeast	100	95	98	106	114	99	104	100	117	106
LAP4-GFP MLPCN	103	111	108	106	102	91	98	95	120	94
proCasp7 act	3	10	1	8	-8	12	5	-13	-8	3
proCasp3 act	0	6	-2	10	1	10	0	-6	-3	-3
AHR act	-1	11	2	8	-6	0	-1	-1	32	8
ZTA counter	nt	14	-10	4	-9	4	10	-8	8	7
EBNA-1 inh	nt	5	3	1	8	4	-5	-8	2	8
RPL19A TOR yeast	101	107	99	103	105	110	102	100	106	99

(31) O=C(NCCCNc1ccc([N+](=O)[O-])cc1)C(F)(F)F
(32) Cc1cc(C(=O)CN2C(=O)c3ccccc3C2=O)c(C)n1Cc1cccs1
(33) O=C(Cn1cnc2c(cnn2-c2ccccc2)c1=O)N1CCN(c2ccc(F)cc2)CC1
(34) CC(CN1CCCCC1)OC(=O)/C=C/c1ccccc1 (stereo unspecified)
(35) CS(=O)(=O)N1CCN(c2ccccc2NC(=O)C(c2ccccc2)c2ccccc2)CC1
(36) O=C1C(CSCc2ccccc2)NC(=S)N1c1ccccc1 (stereo unspecified)
(37) COc1ccccc1NC(=O)c1ccc(C(=O)c2ccccc2)o1
(38) COc1ccc(S(=O)(=O)N2CCCCC2)cc1NC(=O)COC(=O)c1ccco1
(39) O=C(Nc1cccc(Cl)c1Cl)c1ccncc1
(40) Cc1ccc(-c2cc(C(=O)NCc3cn(C)nc3C)c3cc(Br)ccc3n2)cc1

Assay by compound	31	32	33	34	35	36	37	38	39	40
MEP2 TOR yeast	91	112	99	105	108	87	98	105	102	100
LAP4-GFP MLPCN	87	105	93	100	112	152*	110	106	80	103
proCasp7 act	-12	-6	4	3	-10	-1	2	12	-4	1
proCasp3 act	-5	-1	8	-9	5	-12	2	4	5	4
AHR act	5	0	1	1	2	0	-1	-2	7	6
ZTA counter	-11	14	-6	3	-9	4	8	nt	7	17
EBNA-1 inh	-10	2	2	-6	2	17	3	nt	-10	0
RPL19A TOR yeast	100	99	100	99	102	95	99	108	103	102

(41) COc1ccc(NS(=O)(=O)c2ccc3c(c2)NC(=O)CO3)c(OC)c1
(42) O=C(NCCc1ccccc1F)C(=O)Nc1nccs1
(43) CCOC(=O)CSc1nc(C)nc2c1sc1nc(C)c(C(C)=O)c(-c3ccc(OC)cc3)c12
(44) O=C(NC[C@@H]1CCCO1)c1cccc2c1C(=O)c1ccc(Cl)cc1S2(=O)=O
(45) O=C(O)CN1C(=O)CNC1=O
(46) CC(C)C(NC(=O)OCc1ccccc1)C(=O)O (stereo unspecified)
(47) O=C(Cc1cccs1)NCc1cccc(C(F)(F)F)c1
(48) CCN(C(=O)C(C)Sc1nnc(-c2ccncc2)n1C)C1CCCCC1 (stereo unspecified)
(49) CN(Cc1ccc2nonc2c1)Cc1nc(CC2CC2)no1
(50) S=C(Nc1cccnc1)NC1CCCC1

Assay by compound	41	42	43	44	45	46	47	48	49	50
MEP2 TOR yeast	104	106	?	101	98	106	102	99	97	105
LAP4-GFP MLPCN	109	111	87[may fluoresce red and violet]	91	93	108	81	104	106	91
proCasp7 act	-5	-5	-2	15	0	10	0	14	0	4
proCasp3 act	2	-3	-1	1	0	0	-1	10	-8	2
AHR act	0	5	2	1	1	0	4	2	-4	5
ZTA counter	-14	7	6	5	1	-12	0	nt	-9	1
EBNA-1 inh	3	5	-5	nt	-14	5	16	nt	8	7
RPL19A TOR yeast	102	107	?	96	98	104	96	97	102	101

(51) O=C(NCc1ccccc1)c1ccc(S(=O)(=O)NCc2ccco2)cc1
(52) Cc1ccc(N(CC(=O)N2CCc3ccccc3C2)S(C)(=O)=O)cc1
(53) CCOC(=O)CC1C(=O)NCCN1S(=O)(=O)c1ccccc1Cl (stereo unspecified)
(54) COC(=O)c1ccc(C(C(=O)NC2CCCCC2)N(CCc2ccccc2)C(=O)Cc2cccs2)cc1 (stereo unspecified)
(55) Cc1ccc(S(=O)(=O)Nc2ccc(C(=O)N3CCCC3)cc2)cc1
(56) Cc1c(C)c(C)c(S(=O)(=O)NCCC(=O)N2CCN(Cc3ccc(C#N)cc3)CC2)c(C)c1C
(57) O=C(O)c1cccc2c(-c3ccccc3)c(-c3ccccc3)[nH]c12
(58) CN1CCN(CC(=O)Nc2c(C(=O)C3CC3)oc3ccccc23)CC1
(59) CN=c1nc(-c2ccccc2)n(-c2ccccc2)s1
(60) Cc1ccccc1-c1oc(C)c(C)[n+]1[O-]
(61) COc1cc2c(C#N)c(N3CCCC3)nc(N)c2c(N)n1
(62) CN(C)S(=O)(=O)c1ccc(NC(=S)NC(=O)Cc2ccccc2)cc1
(63) CCn1c(C)c(C(C)=O)c(SC)nc1=S

Assay by compound	51	52	53	54	55	56	57	58	59	60	61	62	63
MEP2 TOR yeast	102	101	99	98	100	106	93	103	99	106	101&96	97	77
LAP4-GFP MLPCN	98	90	98	90	75	108	102	102	95	115	98&94	94	82
proCasp7 act	0	7	2	7	6	-1	5	7	-13	4	-11&-4	7	-1
proCasp3 act	2	0	-6	0	-5	-1	-6	12	-10	3	2&0	0	0
AHR act	-2	3	0	4	-2	0	0	-2	18	-1	16&16	1	21
ZTA counter	-13	-8	-6	0	-5	3	23	5	-2	0	-7&-15	1	6
EBNA-1 inh	-10	7	-7	11	0	nt	11	-5	-1	-8	3&0	8	1
RPL19A TOR yeast	103	99	99	101	105	103	95	103	100	104	96&95	93	103

Part of the list above in order of number of heavy atoms, ascending:
(17) Cc1cccc(C)c1OCC(=O)NC1CC1
(39) O=C(Nc1cccc(Cl)c1Cl)c1ccncc1
(14) O=C1C=C(c2ccc3c(c2)OCO3)C[C@@H](c2ccc3c(c2)OCO3)C1
(1) CC(=O)c1ccc(S(=O)(=O)NCc2ccc(C(=O)N(C)CC(=O)Nc3cccc(F)c3)cc2)cc1

Assay by compound	17	39	14	1
MEP2 TOR yeast	104	102	91	105
LAP4-GFP MLPCN	92	80	82	92
proCasp7 act	6	-4	-1	7
proCasp3 act	2	5	0	6
AHR act	-4	7	61*	0
ZTA counter	-10	7	-8	0
EBNA-1 inh	-14	-10	nt	5
RPL19A TOR yeast	98	103	97	100

Compound activity: PubChem, several laboratories
